# Compound activity deposited in PubChem BioAssay by Sanford-Burnham Center for Chemical Genomics.
# H9c2 TAG inh: reduces triacylglycerol accumulation in H9c2 cells; Nile Red lipid (TAG) fluorescence; cells loaded with 200 µM oleic acid; 0.66% of 230,000 active; inhibition, % at 12.5 µM;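 active = pattern-corrected inhibition of lipid staining of at least 50% with the nuclear-stain viability signal not falling by more than 50%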;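 note: 0% = DMSO wells and 100% = triacsin C control wells; some results filed as inactive read as strong as hits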
# H9c2 TAG inh DAPI viability: further read-out of H9c2 TAG inh, marked with its call; DAPI nuclei signal change (viability), lower = more cytotoxic, %;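 whole-well DAPI fluorescence read on a plate reader as a viability signal; minus 50 percent equals half of cells still viable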
# * marks the source's active call; other numbers are inactive results. This is a subset (hit frequency here may not be typical).
# Sample of the layout:
SMILES,H9c2 TAG inh,H9c2 TAG inh DAPI viability
O=C(Cn1cc2c(n1)CCCC2)Nc1cc(-c2cccc(Cl)c2)no1,-10,-8
CCc1ncc(C(O)c2ccc(Cl)cc2)n1Cc1ccccc1 (configuration not stated),4,3
CCSc1nc2c(c(=O)[nH]1)C(c1ccncc1)C(C(=O)OC(C)C)=C(C)N2 (configuration not stated),19,-21
Cn1c2ccccc2c2cnn(CC(=O)Nc3ccccc3Br)c(=O)c21,22,0

# The list itself (from the top)
SMILES,H9c2 TAG inh,H9c2 TAG inh DAPI viability
O=C(Cn1cc2c(n1)CCCC2)Nc1cc(-c2cccc(Cl)c2)no1,-10,-8
CCc1ncc(C(O)c2ccc(Cl)cc2)n1Cc1ccccc1 (configuration not stated),4,3
CCSc1nc2c(c(=O)[nH]1)C(c1ccncc1)C(C(=O)OC(C)C)=C(C)N2 (configuration not stated),19,-21
Cn1c2ccccc2c2cnn(CC(=O)Nc3ccccc3Br)c(=O)c21,22,0
COCCCNC(=S)N1CCCN(c2nc3cc(C)c(C)cc3cc2C#N)CC1,9,26
CCc1nnc(NC(=O)C2Cc3ccccc3C(=O)O2)s1 (configuration not stated),5,-14
CCCn1c(SCC(=O)Nc2cccc(NC(C)=O)c2)nnc1C(C)C,-3,4
COc1cc(OC)c(-c2nn3c(-c4ccco4)nnc3s2)cc1OC,54*,-6.2*
C[C@@H]1CN([C@@H](C)CO)C(=O)Cc2cc(NS(=O)(=O)c3ccccc3)ccc2O[C@H]1CN(C)S(C)(=O)=O,-12,6
Cc1[nH]nc(C(F)(F)F)c1CCC(=O)NC1CCCCCC1,3,1
COc1ccc(OCCCC(=O)OCC(=O)N2CCN(S(=O)(=O)c3ccc(C)cc3C)CC2)cc1,12,-20
O=C(COc1ncnc2ccccc12)N1CCN(c2ccccc2)CC1,-2,-1
CN1C(=O)S/C(=C/c2cccn2-c2cccc(C(=O)O)c2)C1=O,9,-1
O=C(COC(=O)COc1ccc(Cl)cc1Cl)NC1CCCC1,12,-3
COC(=O)c1ccc2c(=O)[nH]c(COC(=O)c3[nH]c(C)c(C(C)=O)c3C)nc2c1,5,-3
CCCn1nc2cc(C(=O)NCc3ccccc3OC)ccc2c1OCC,10,8
CC(C)CC(=O)NNC(=S)Nc1ccc(S(N)(=O)=O)cc1,-11,5
COCCNC(=O)C(c1ccc(C)o1)N(Cc1ccc(F)cc1)C(=O)Cn1nnc2ccccc21 (configuration not stated),14,-7
O=C(c1nc2ccccc2s1)N1CCN(c2ccccn2)CC1,1,5
COc1ccc(N2CCN(C(=O)c3cc(-c4cccs4)nc4ccccc34)CC2)cc1,-9,-3
Cc1ccc(-c2cc(-c3nnc(SCC(=O)N(C)CCC#N)n3N)c3ccccc3n2)cc1,0,4
Cc1ccc(NCc2nnc(SCC(N)=O)o2)c(C)c1,1,-4
CCCC(=O)Nc1ccccc1N1CCN(C(=O)C(C)C)CC1,-11,-4
COc1ccc(OCCCC(=O)Nc2cccc(SC)c2)cc1,1,-5
CCc1cc2c(SCC(=O)N(C)C3CCS(=O)(=O)C3)ncnc2s1 (configuration not stated),-13,0
O=C1COc2ccc(-c3csc(NCCc4ccccc4)n3)cc2N1,-2,7
COc1cc(/C=N/NC(=O)CCc2c(C)n[nH]c2C)ccc1O,16,-12
C(=N\Nc1ccccn1)/c1ccc(N2CCOCC2)cc1,-11,23
Cc1ccccc1-c1nnc(SCC(=O)Nc2cccnc2Cl)o1,-4,0
CC(=O)Nc1ccc(/C=N/N2C(=O)NC(C)(c3ccc(OC(F)F)cc3)C2=O)cc1 (configuration not stated),6,1

# 3 records drawn at random from those above:
SMILES,H9c2 TAG inh,H9c2 TAG inh DAPI viability
Cc1ccccc1-c1nnc(SCC(=O)Nc2cccnc2Cl)o1,-4,0
Cc1ccc(NCc2nnc(SCC(N)=O)o2)c(C)c1,1,-4
COc1ccc(N2CCN(C(=O)c3cc(-c4cccs4)nc4ccccc34)CC2)cc1,-9,-3

# Continued:
SMILES,H9c2 TAG inh,H9c2 TAG inh DAPI viability
CCC(=O)NCCn1ccc2ccccc21,3,-1
CCNC(=O)C1(C)CCCN1Cc1cccc(C(F)(F)F)c1 (configuration not stated),-4,-1
CC1(C(=O)NCc2cccc(C(F)(F)F)c2)CCN1CCc1ccccc1 (configuration not stated),-9,11
COc1ccc([C@H]2CC(=O)C=C(c3cccc(CO)c3)C2)cc1OC,-66,15
Cc1cccnc1NC(=O)c1cccc(NC(=O)CC2SC(N3CCCCC3)=NC2=O)c1 (configuration not stated),-8,8
COc1ccc2nc3cc([N+](=O)[O-])ccc3c(NNc3ccc([N+](=O)[O-])cc3)c2c1,50*,0.9*
CCNC(=S)NCC,-15,6
N#Cc1cccc(C(c2nnnn2C2CCCC2)N2CCCCCC2)c1 (configuration not stated),-14,1
C/C(=N\NC(=O)C1COc2ccccc2O1)c1ccc(Cl)s1 (configuration not stated),-2,-6
CCOC(=O)C1=C(COC(=O)/C=C/c2ccccc2Cl)NC(=O)NC1C (configuration not stated),-18,-2
FC(F)Oc1ccc(NC(=S)NCc2nc3ccccc3[nH]2)cc1,-5,0
CCN(c1ccc(NC(=O)COC(=O)/C=C/c2ccco2)cc1)C(C)C,-16,6
OCCCCNCc1cc(Br)ccc1OCc1ccccc1,-7,18
CCN1C(=O)N/C(=C/c2cc(C)n(Cc3ccccc3)c2C)C1=O,8,5
COc1ccc(NC(=O)c2sc3nc(-c4cccnc4)ccc3c2N)cc1,14,-3
Cc1cccc(NC(=O)COC(=O)c2ccccc2SCC(=O)N2CCCC2)c1,12,-4
O=C(c1cc(Cl)nc2ccccc12)N1CCN(S(=O)(=O)c2cccc(C(F)(F)F)c2)CC1,-3,-1
CC(=O)Nc1cccc(C(=O)NNC(=O)c2ccc(NS(=O)(=O)c3cccs3)cc2)c1,-5,7
Cc1cccc(NS(=O)(=O)c2ccc3oc(=O)ccc3c2)c1C,-15,4
Cc1ccccc1-n1nc(C)c2c(C(=O)NN)cc(-c3ccncc3)nc21,4,6
COc1cc(NC(=O)CN2c3cccc4cccc(c34)S2(=O)=O)cc(OC)c1OC,-1,-3
CCOC(=O)c1cc(C#N)c(C)nc1N(CC)CC,-1,-3
COc1ccc(C(C(=O)NC(C)(C)C)N(C(=O)Cn2nnc3ccccc32)c2cccc(C(C)=O)c2)cc1O (configuration not stated),-1,-5
CCn1cc(CN2CCC(n3nccc3NC(=O)Cc3ccccc3)CC2)c(C)n1,0,-1
COc1ccc(OC)c(C2C(C#N)=C(N)Oc3cc(C)[nH]c(=O)c32)c1 (configuration not stated),4,1
COc1ccc2c(-c3cccnc3)cc(=O)[nH]c2c1,17,-5
CCC(C)(C)n1nnnc1C(c1cccnc1)N1CCN(c2cccc(C(F)(F)F)c2)CC1 (configuration not stated),-4,3
O=C(CNC(=S)NC(=O)c1ccco1)c1ccccc1,-9,0
O=C(NCc1ccc2c(c1)OCO2)C1CC(c2ccc(Cl)cc2)=NO1 (configuration not stated),3,-3
Cc1ccc(C(=O)N(CC(=O)NC2CCCCC2)c2ccccc2F)s1,-26,-4
CC(=O)Nc1cccc(-c2ccnc3c2CC(C(=O)NCc2cccnc2)O3)c1 (configuration not stated),3,7
COC(=O)c1c(N)n(-c2ccc(NC(C)=O)cc2)c2nc3ccccc3nc12,-1,14
CC(=O)CCn1c(=O)n(CCC(C)=O)c(=O)n(CCC(C)=O)c1=O,3,-8
COc1cc(C(=O)OCC(=O)NC2CC2)ccc1OCCC(C)C,14,1
CCN(CC)C(=O)C1=C(C)N(Cc2ccc(C(C)(C)C)cc2)C(=O)C(CC(=O)NCCCCc2ccccc2)C1 (configuration not stated),10,-2
Cc1cccc(NC(=O)NNC(=O)c2cc(-c3ccccc3Cl)nc3ccccc23)c1,5,4
NC1=NC(=O)/C(=C/c2cccc(-c3ccc(S(N)(=O)=O)cc3)c2)S1,-7,2
O=C(Nc1ccc(N2CCCCCC2)cc1)c1cccc(S(=O)(=O)N2CCOCC2)c1,1,0
O=C(c1ccccc1)N1CCN(c2cc(Cl)nc3cc(-c4cccc(Cl)c4)nn23)CC1,15,0
CN(c1ccccc1)S(=O)(=O)c1ccc(C(=O)Nc2cccc(S(=O)(=O)N3CCOCC3)c2)cc1,9,-12
CC1CCCC(C)N1S(=O)(=O)c1ccc(NC(=O)CCN2C(=O)C3CC=CCC3C2=O)cc1 (configuration not stated),3,-3
CN(CC(=O)NCCc1ccc(S(N)(=O)=O)cc1)CC(=O)Nc1ccc(Cl)c(C(F)(F)F)c1,-21,13
OC(c1ccc(F)cc1)c1ncc(-c2ccccc2F)[nH]1 (configuration not stated),-9,3
Cc1cc(C)n2c(SCC#N)nnc2n1,12,-3
Cc1ccc(NC(=O)c2nccnc2C(=O)O)cc1C,-2,-6
C=COCCNC(=S)N1CCOCCOCCN(C(=S)NCCOC=C)CCOCCOCC1,15,-11
CCCn1nc(C(=O)NNC(=O)c2cc(S(=O)(=O)NC)ccc2Br)c2ccccc2c1=O,-9,7
CNc1ncnc(Sc2ccc(Cl)cc2)c1[N+](=O)[O-],7,-7
CCCn1c(CCc2ccccc2)nnc1SCC(=O)N1CCOCC1,-23,8
COC(=O)c1ccc(NS(=O)(=O)c2cc3c4c(c2)CCN4C(=O)CC3)cc1,-16,8
COC(=O)[C@]1(Cc2ccccc2)N[C@H](CN(C)C(=O)Nc2ccc(OC)cc2)[C@@H]2C(=O)N(C)C(=O)[C@@H]21,-8,10
NC(=NCCc1ccccc1)NS(=O)(=O)c1ccccc1,7,5
CCC(=O)c1ccc(OCC(O)CN2CCOCC2)cc1 (configuration not stated),-8,-4
O=C(COC(=O)C1CC1)Nc1ccc2c(c1)OCO2,-4,4
O=C(NNC(=O)c1ccccc1F)c1ccc(-c2ccccc2Cl)o1,-1,0
CCOC(=O)C1(Cc2cccc(Cl)c2)CCCN(C(=O)c2cccc(C)n2)C1 (configuration not stated),-3,-10
O=c1cn[nH]c2ccc(Br)cc12,1,-8
CCc1ccc2c(c1)c1nnc(NN)nc1n2C,18,-1
COc1ccccc1NC(=O)C(C)OC(=O)Cc1n[nH]c(=O)c2ccccc12 (configuration not stated),70,-52
O=C1C=C(C#Cc2ccc(Oc3ccccc3)cc2)C[C@@H](c2ccc(F)cc2)C1,9,-21

# Next compounds.
SMILES,H9c2 TAG inh,H9c2 TAG inh DAPI viability
CC(C)C(=O)O/N=C1\CCS(=O)(=O)c2sccc21,-3,1
CC(C)C[C@@H](CNCC(=O)[C@H](CC(C)C)NC(=O)c1[nH]cnc1C(=O)N[C@H](CN)CC(C)C)NC(=O)c1nc[nH]c1C(=O)N[C@@H](Cc1ccccc1)C(=O)O,3,7
Cc1ccc2nc(SCc3nc4ccccc4c(=O)[nH]3)[nH]c2c1,-1,-11
CCCCn1c(SCC(=O)NC2CC2)nc2ccccc2c1=O,2,5
Cn1c(N)c(C(=O)COC(=O)C2(c3cccc(F)c3)CCCC2)c(=O)n(C)c1=O,18,3
O=C(NCCN1CCOCC1)c1cc(-c2ccccc2)nc2ccccc12,-7,1
CNC(=O)COC(=O)c1ccc(NC(=O)CC#N)cc1,-12,-9
CCOC(=O)C1=C(COC(=O)COc2ccccc2C(C)C)NC(=O)NC1C (configuration not stated),3,3
COCC(C)n1c(C)cc(C(=O)COc2ccc(N(C)S(=O)(=O)c3ccc(NC(C)=O)cc3)cc2)c1C (configuration not stated),10,-9
Cc1cc(C)n(CCNC(=O)CC2C(=O)NCCN2Cc2ccccc2C(F)(F)F)n1 (configuration not stated),5,-3
COc1cc(C(=O)OCc2ccc(C)cc2)cc(NC(=O)c2cccs2)c1OC,-10,21
CN(C)S(=O)(=O)c1ccc(NC=O)cc1,14,-9
C/C=C(/C)C(=O)O[C@@H]1c2c(ccc3ccc(=O)oc23)O[C@@H]1C(C)(C)OC(=O)/C(C)=C\C,7,-6
O=S(=O)(c1ccc(-c2nnc(SCc3ccccc3)o2)cc1)N1CCCC1,16,16
Cc1cc(C)c(C(N)=O)c(Nc2ccc3c(c2)OCCO3)n1,-26,13

# Individual results from the entries so far:
# H9c2 TAG inh result of `CC(=O)Nc1cccc(C(=O)NNC(=O)c2ccc(NS(=O)(=O)c3cccs3)cc2)c1` = -5
# H9c2 TAG inh DAPI viability result of `CCc1cc2c(SCC(=O)N(C)C3CCS(=O)(=O)C3)ncnc2s1` (configuration not stated) = 0

# Sorted by number of heavy atoms (descending): some entries from above
SMILES,H9c2 TAG inh,H9c2 TAG inh DAPI viability
CC(C)C[C@@H](CNCC(=O)[C@H](CC(C)C)NC(=O)c1[nH]cnc1C(=O)N[C@H](CN)CC(C)C)NC(=O)c1nc[nH]c1C(=O)N[C@@H](Cc1ccccc1)C(=O)O,3,7
COCC(C)n1c(C)cc(C(=O)COc2ccc(N(C)S(=O)(=O)c3ccc(NC(C)=O)cc3)cc2)c1C (configuration not stated),10,-9
Cc1ccc2nc(SCc3nc4ccccc4c(=O)[nH]3)[nH]c2c1,-1,-11

# Later entries:
SMILES,H9c2 TAG inh,H9c2 TAG inh DAPI viability
CC(C)OCCCNC(=O)c1cc(S(=O)(=O)N2CCCCC2)c[nH]1,-10,3
COc1cccc(NC(=O)CN2CCN(C(=O)c3ccco3)CC2)c1,-6,1
CCCCCOCC(O)CCC(=O)NN (configuration not stated),-5,-2
COc1cccc(CNC(=O)C2=Cc3cccc(OC)c3OC2)c1,-6,8
Cc1cc(C)cc(N2C(=O)C=CC2=O)c1,-1,-1
Cc1ccc(N2C(=O)N(C(C)C)C(C)(C)CC2(C)O)cc1 (configuration not stated),-11,9
Cc1ccc(OCc2nnc(SCc3cc(=O)[nH]c4ccccc34)o2)cc1,-22,9
